C diff growth: C. difficile growth inhibitors, primary screen, HTS. 0.25% of 86,000 active. AID 1259249, 2017. growth activity, negative = inhibition, % at 16 µg/mL (by protocol). Clostridium difficile clinical isolate growth, OD600, 24 h; hits give low values;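 active = mean growth activity at or below -80% and every replicate also at or below -80%; inconclusive = mean at or below -80% but some replicate above -80%; inactive = mean growth activity above -80%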;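 also: 0% = DMSO wells and -100% = levofloxacin 16 µg/mL wells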
KDM4C inh: inhibitors of GASC-1 (KDM4C) histone demethylase, primary screen, biochemical, single concentration HTS; Lysine-specific demethylase 4C (Homo sapiens), Q9H3R0; GST-KDM4C 2-372, H3K9me3 peptide, LANCE TR-FRET; inhibition, % at 12.5 µM; 0.15% of 96,000 active; AID 720574, 2013;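 active = mean replicate inhibition above about 25%, with at least 55% of replicates also reaching it, limit read from the data, passing the limit was not always enough; inconclusive = only one of those two conditions met; inactive = neither condition met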
Target sequence (Q9H3R0 2-372 limits assumed): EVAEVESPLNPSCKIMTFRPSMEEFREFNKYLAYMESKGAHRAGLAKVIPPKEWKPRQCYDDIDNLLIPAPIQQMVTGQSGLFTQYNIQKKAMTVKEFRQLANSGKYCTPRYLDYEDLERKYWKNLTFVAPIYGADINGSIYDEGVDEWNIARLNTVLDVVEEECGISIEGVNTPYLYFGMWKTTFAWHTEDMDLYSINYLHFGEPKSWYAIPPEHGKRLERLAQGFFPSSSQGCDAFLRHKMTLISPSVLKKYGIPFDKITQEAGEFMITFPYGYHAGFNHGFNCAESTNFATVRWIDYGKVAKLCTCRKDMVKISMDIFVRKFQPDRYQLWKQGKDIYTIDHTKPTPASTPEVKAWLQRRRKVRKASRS
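material = GST-tagged GASC-1 (JMJD2C) catalytic fragment, aa 2-372 | amount = enzyme final amount 10 nM | medium = HEPES buffer, pH 7.5, plus ascorbate | also added = H3K9me3 peptide substrate, Fe(II), 2-oxoglutarate | dosing = single dose | times = 30 min demethylation and 1 h detection at room temperature | detection = LANCE TR-FRET | read-out basis = Fall in 671/618 emission ratio as inhibition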
Pf Dd2 growth: P. falciparum Dd2 growth inhibitors, primary screen, SYBR Green fluorescence, single dose replicates; activity change, % at 10 µM; 72 h; hits give low values; 2.3% of 94,000 active; in the data active = activity change below about -80%; inconclusive = no clear call, values can overlap the other calls
Tcruzi prolif: T. cruzi intracellular proliferation inhibitors, primary screen, cell-based, beta-gal Tulahuen parasites, NIH3T3 host, luminescence; inhibition, % at 8.34 µM; T. cruzi beta-gal in NIH3T3, GalScreen luminescence, 90 h; 5.9% of 77,000 active;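 active = mean inhibition above about 93%, with at least 55% of replicates each passing it, limit read from the data, passing the limit was not always enough; inconclusive = only one of those two conditions holds; inactive = neither condition holds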
* = called active by the depositor; ? = inconclusive; . = not tested or not shown; & = joins results of further samples.

molecule	KDM4C inh	C diff growth	Tcruzi prolif	Pf Dd2 growth
C[C@H]1CN([C@@H](C)CO)C(=O)Cc2cc(NC(=O)CCC(F)(F)F)ccc2O[C@H]1CN(C)C(=O)Nc1ccccc1	0.2	-10.8	-11.8	11.7
C[C@H]1CN([C@@H](C)CO)C(=O)c2cccc(NC(=O)c3nc4ccccc4s3)c2O[C@H]1CN(C)S(=O)(=O)c1cccs1	1.0	8.3	66.9	-17.3
C[C@H]1CN([C@@H](C)CO)C(=O)c2cccc(NC(=O)C3CCOCC3)c2O[C@H]1CN(C)Cc1ccc(C(F)(F)F)cc1	0.7	7.9	35.6	6.3
CCCC#Cc1ccc2c(c1)O[C@@H](CN(C)C(=O)COC)[C@@H](C)CN([C@H](C)CO)S2(=O)=O	0.5	-8.4	31.8	-21.1
Cc1ccc(-c2cnc3c(c2)C(=O)N([C@@H](C)CO)C[C@@H](C)[C@H](CN(C)C(=O)c2ccc(F)cc2)O3)cc1	6.9	.	7.0	15.2
CCS(=O)(=O)N[C@H]1C=C[C@H](CC(=O)NCc2ccc(F)cc2)O[C@H]1CO	0.8	.	4.9	-4.5
C[C@H]1CN([C@@H](C)CO)C(=O)Cc2cc(NC(=O)c3ccncc3)ccc2O[C@@H]1CN(C)S(=O)(=O)c1ccc(F)cc1	-1.4	-0.8	-17.2	12.3
O=C(O)C[C@H]1C[C@@H]2c3cc(NS(=O)(=O)c4ccccc4)ccc3O[C@@H]2[C@H](CO)O1	-1.1	2.9	-9.9	11.9
COCCNC(=O)[C@@H]1[C@@H](CO)[C@@H]2Cn3c(ccc(-c4ccc(F)cc4)c3=O)[C@H]1N2C(=O)NC(C)C	5.6	-2.4	20.4	13.4
CN(C)Cc1cn(CC[C@@H]2CC[C@H](NC(=O)Cc3cccnc3)[C@@H](CO)O2)nn1	2.6	.	19.9	2.0
C/C=C/c1cnc2c(c1)C(=O)N([C@H](C)CO)C[C@@H](C)[C@@H](CN(C)C(=O)CN1CCOCC1)O2	-0.7	8.4	70.0	-1.8
C[C@@H]1CN([C@H](C)CO)C(=O)c2cc(N(C)C)ccc2O[C@@H](C)CCCCO[C@@H]1CN(C)S(C)(=O)=O	9.8	-0.8	37.5	8.9
CC(C)NC(=O)Nc1ccc2c(c1)C(=O)N([C@@H](C)CO)C[C@@H](C)[C@@H](CN(C)C(=O)Nc1ccc(F)cc1)O2	-0.2	-5.8	18.9	21.3
CC(C)NC(=O)N1CC2(C1)[C@H](c1ccccc1)[C@H](CO)N2Cc1cccnc1	-1.1	6.4	.	27.8
O=C(Cc1ccccc1)N1CC[C@@H]2[C@@H](CO)Nc3ccc(-c4ccccc4F)cc3[C@@H]21	-2.9	-1.4	88.3	25.0
C[C@H]1CN([C@@H](C)CO)C(=O)c2cc(NC(=O)Nc3ccc(C(F)(F)F)cc3)ccc2O[C@H]1CN(C)C	7.8	14.1	-26.7	-4.6
C[C@H](CO)N1C[C@H](C)[C@H](CN(C)Cc2cccnc2)Oc2cc(C#CCN(C)C)ccc2S1(=O)=O	2.4	-0.7	90.6*	-19.7
C[C@@H]1CCCCO[C@@H](CN(C)Cc2ccc(Cl)c(Cl)c2)[C@H](C)CN([C@@H](C)CO)C(=O)c2cc(NS(=O)(=O)c3cn(C)cn3)ccc2O1	0.5	5.9	59.7	-58.6
CCCC#Cc1ccc([C@@H]2[C@H](CO)N3C(=O)CN(C(=O)c4ccccn4)C[C@@H]23)cc1	-0.7	-2.0	.	-15.8
COCC(=O)N1CC(=O)N2[C@H](CO)[C@@H](c3ccc(C#CCc4ccccc4)cc3)[C@H]2C1	-0.7	12.9	.	-42.2
Cc1noc(C)c1NC(=O)N[C@H]1CC[C@H](CC(=O)Nc2ccccc2)O[C@@H]1CO	-1.5	-2.0	.	.
CO[C@H]1CN(C)C(=O)c2ccc(NS(=O)(=O)c3cccc(Cl)c3)cc2OC[C@H](C)NC[C@H]1C	1.4	.	64.4	3.1
O=C(NCc1ccc(F)cc1)[C@H]1[C@H](CO)[C@H]2Cn3c(cccc3=O)[C@@H]1N2C(=O)c1cnccn1	0.5	-2.0	73.1	0.7
CO[C@H]1CN(C)C(=O)c2ccc(NC(=O)C3CC3)cc2OC[C@@H](C)N(Cc2cccc(F)c2)C[C@H]1C	-1.0	1.4	53.1	-13.8
O=C(O)C[C@@H]1CC[C@H](NC(=O)Nc2ccccc2)[C@@H](CO)O1	1.3	.	26.1	19.0
CO[C@@H]1CN(C)C(=O)c2cc(NC(=O)Nc3ccccc3)ccc2OC[C@H](C)N(C(C)=O)C[C@@H]1C	1.4	-9.1	-22.7	-11.8
C[C@H](CO)N1C[C@H](C)[C@@H](CN(C)Cc2cccc(C(=O)O)c2)Oc2cc(C3=CCCCC3)ccc2S1(=O)=O	6.2	-3.2	83.5	22.3
C[C@H]1CCCCO[C@H](CN(C)S(=O)(=O)c2cccs2)[C@@H](C)CN([C@@H](C)CO)C(=O)c2cc(NS(C)(=O)=O)ccc2O1	-1.1	1.4	-28.2	-15.5
C[C@@H]1CN([C@H](C)CO)S(=O)(=O)c2ccc(C#Cc3ccc(F)cc3)cc2O[C@@H]1CN(C)C(=O)CN(C)C	0.5	5.2	-18.1	-67.6
C[C@H]1CCCCO[C@@H](CN(C)C(=O)Nc2ccc(C(F)(F)F)cc2)[C@@H](C)CN([C@@H](C)CO)C(=O)c2cc(N(C)C)ccc2O1	-1.7	1.5	?	33.9
CCNC(=O)[C@H]1[C@H](CO)[C@H]2Cn3c(ccc(-c4ccc(OC)cc4)c3=O)[C@H]2N1Cc1ccccc1	4.9	4.7	14.3	-6.9
CN1C(=O)c2cc(NC(=O)Nc3ccccc3F)ccc2OC[C@@H]2O[C@@H](CC(=O)NCc3ccc(-c4ccccc4)cc3)CC[C@H]21	0.0	0.0	64.8	-35.4
COCC(=O)N1CC(=O)N2[C@H](C1)[C@H](c1ccc(C#CC3CC3)cc1)[C@@H]2CO	-0.9	12.4	.	30.0
C[C@@H]1CN([C@@H](C)CO)C(=O)c2cc(NC(=O)CCC(F)(F)F)ccc2O[C@@H](C)CCCCO[C@H]1CN(C)Cc1ccc(Cl)c(Cl)c1	1.9	7.9	64.1	-79.9
O=C(Nc1ccc(Cl)c(Cl)c1)N[C@@H]1CC[C@H](CCn2cc(C3CCCCC3)nn2)O[C@@H]1CO	0.8	-8.5	21.1	-16.3
Cn1cnc(S(=O)(=O)N[C@@H]2C=C[C@@H](CC(=O)N3CCN(c4ccccc4)CC3)O[C@H]2CO)c1	-2.2	1.3	9.1	17.9
CC(C)NC(=O)N(C)C[C@@H]1Oc2ccc(NC(=O)CCC(F)(F)F)cc2C(=O)N([C@@H](C)CO)C[C@H]1C	12.4	1.3	.	8.2
CO[C@@H]1CN(C)C(=O)c2ccc(NC(=O)C3CCOCC3)cc2OC[C@@H](C)N(Cc2cccnc2)C[C@@H]1C	5.3	-2.2	.	35.3
C[C@@H]1CN([C@H](C)CO)C(=O)CCCn2nncc2CO[C@H]1CN(C)C(=O)Nc1ccccc1	0.3	4.8	-380.1	7.0
C[C@@H]1CN([C@H](C)CO)C(=O)c2cc(NC(=O)Nc3ccc(C(F)(F)F)cc3)ccc2O[C@@H](C)CCCCO[C@H]1CN(C)Cc1ccc(C(F)(F)F)cc1	-1.6	25.6	83.8	?

Three compounds already listed, arranged by count of non-hydrogen atoms, rising.
molecule	KDM4C inh	C diff growth	Tcruzi prolif	Pf Dd2 growth
C[C@@H]1CN([C@H](C)CO)C(=O)CCCn2nncc2CO[C@H]1CN(C)C(=O)Nc1ccccc1	0.3	4.8	-380.1	7.0
CO[C@@H]1CN(C)C(=O)c2ccc(NC(=O)C3CCOCC3)cc2OC[C@@H](C)N(Cc2cccnc2)C[C@@H]1C	5.3	-2.2	.	35.3
C[C@@H]1CN([C@@H](C)CO)C(=O)c2cc(NC(=O)CCC(F)(F)F)ccc2O[C@@H](C)CCCCO[C@H]1CN(C)Cc1ccc(Cl)c(Cl)c1	1.9	7.9	64.1	-79.9

The list goes on:
molecule	KDM4C inh	C diff growth	Tcruzi prolif	Pf Dd2 growth
C[C@H]1CN([C@@H](C)CO)C(=O)Cc2cc(NC(=O)Cc3ccccc3)ccc2O[C@H]1CN(C)CC1CC1	0.9	-1.2	10.7	-13.1
C[C@H]1CN([C@@H](C)CO)S(=O)(=O)c2ccc(-c3cncnc3)cc2O[C@@H]1CN(C)Cc1ccccc1	-0.2	0.9	106.2*	-10.7
C[C@@H]1CN([C@@H](C)CO)C(=O)Cc2cc(NS(=O)(=O)c3cccs3)ccc2O[C@@H]1CN(C)C(=O)Nc1ccccc1	-3.5	-0.4	2.6	40.0
C[C@H]1CN([C@@H](C)CO)S(=O)(=O)c2ccc(-c3ccccc3)cc2O[C@@H]1CN(C)C(=O)CN(C)C	1.0	-0.2	41.2	-61.7
O=C(c1ccccc1F)N1C[C@@H]2O[C@@H](CNS(=O)(=O)c3ccccc3)CC[C@@H]21	.	-7.2	.	2.4
C[C@H]1CN([C@@H](C)CO)C(=O)c2cc(C3=CCCC3)cnc2O[C@@H]1CN(C)Cc1ccccc1C(=O)O	2.1	-5.9	61.4	60.0
COc1cccc(-c2ccc([C@H]3[C@H]4CN(CC5CCOCC5)CCCCN4[C@H]3CO)cc2)c1	.	0.5	103.9*	-14.5
COCC(=O)N1CCC2(CC1)CN(C(=O)c1ccccn1)[C@H](CO)c1c2c2ccc(OC)cc2n1C	3.6	-2.0	.	2.2
COc1ccc(S(=O)(=O)N[C@@H]2CC[C@H](CC(=O)N3CCC(Cc4ccccc4)CC3)O[C@H]2CO)cc1	-1.0	-8.1	21.1	0.4
COCC(=O)Nc1ccc2c(c1)OC[C@@H](C)N(Cc1ccccn1)C[C@H](C)[C@H](OC)CN(C)C2=O	1.8	.	25.7	11.9
COc1ccc(NC(=O)Nc2ccc3c(c2)C(=O)N([C@@H](C)CO)C[C@@H](C)[C@H](CN(C)Cc2ccccc2)OCCCC[C@@H](C)O3)cc1	-1.3	-5.5	97.9*	-42.2
C/C=C/c1ccc2c(c1)O[C@H](CN(C)C(=O)NC1CCCC1)[C@H](C)CN([C@@H](C)CO)S2(=O)=O	2.5	1.2	.	25.8
C[C@H](CO)N1C[C@H](C)[C@H](CN(C)C)Oc2ccc(NC(=O)CCC(F)(F)F)cc2CC1=O	1.2	1.9	.	11.4
CN1C(=O)c2cc(NC(=O)Nc3ccc(Cl)cc3)ccc2OC[C@H]2O[C@H](CC(=O)O)CC[C@@H]21	-1.5	10.2	16.3	2.1
C[C@@H]1CN([C@@H](C)CO)C(=O)c2cccc(NS(=O)(=O)c3cn(C)cn3)c2O[C@@H]1CN(C)Cc1ccc(C(=O)O)cc1	0.6	-2.1	49.7	-6.0
CN(C)CC(=O)N1[C@@H]2Cn3c(ccc(C4=CCCC4)c3=O)[C@H]1[C@@H](C(=O)NCC1CC1)[C@@H]2CO	3.6	-1.8	-21.4	7.9
COc1ccc(C#Cc2ccc([C@H]3[C@H]4CN(C)CCCCN4[C@H]3CO)cc2)cc1	2.0	-11.2	67.2	-8.9
Cc1noc(C)c1NC(=O)N(C)C[C@@H]1Oc2ccc(NC(=O)c3ccncc3)cc2C(=O)N([C@@H](C)CO)C[C@@H]1C	-2.8	-2.6	15.4	36.7
CCCC#Cc1cnc2c(c1)C(=O)N([C@@H](C)CO)C[C@H](C)[C@H](CN(C)C(=O)Cc1ccccc1)O2	-0.9	0.7	5.9	-6.6
COc1ccc(S(=O)(=O)Nc2ccc3c(c2)CC(=O)N([C@@H](C)CO)C[C@H](C)[C@H](CN(C)C(=O)Nc2ccccc2)O3)cc1	-2.4	-4.3	37.9	-2.7
Cc1cccc(-c2ccc([C@@H]3[C@@H](CO)N4CCCCN(C(=O)c5ccncc5)C[C@H]34)cc2)c1	-0.8	-0.9	31.5	0.4
C[C@@H]1CN([C@H](C)CO)C(=O)c2cc(NS(=O)(=O)c3cccs3)ccc2O[C@H]1CN(C)C(=O)Nc1ccc(F)cc1	3.1	-6.3	-4.8	1.4
COc1ccc(NC(=O)N(C)C[C@@H]2Oc3ccc(NC(=O)CCCN(C)C)cc3C(=O)N([C@@H](C)CO)C[C@@H]2C)cc1	1.6	1.0	.	-0.4
COCC(=O)N1C[C@H](C)[C@H](OC)CN(C)C(=O)c2cc(NC(=O)NC(C)C)ccc2OC[C@H]1C	1.3	.	-4.8	20.3
COC(=O)C[C@H]1CC[C@H]2[C@@H](COC[C@@H](O)CN2C(=O)Nc2cccc(F)c2)O1	-0.5	1.6&-2.1	-1.8	-29.8
CC(C)C#Cc1ccc2c(c1)O[C@@H](CN(C)C(=O)CN(C)C)[C@@H](C)CN([C@@H](C)CO)S2(=O)=O	0.6	-4.7	32.8	-0.3
